# From PubChem
# IMPase inh: qHTS Assay for Identifying the Cell-Membrane Permeable IMPase Inhibitors | AID 901, 2007 | 120,000 tested, under 10 active | inhibition (IP1 accumulation), % at 46.1 µM | CHO-M1 cells, IP1 accumulation, HTRF TR-FRET ratio; active = well fitted curve in the direction sought with a large enough effect in the signal ratio, not every such curve was filed as active; inconclusive = small, poorly fitted or top-dose-only effect, or a change in a side signal; inactive = no such curve, though single readings can be large or run the other way; the % refers to the signal ratio;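 also: cells stimulated with carbachol in lithium chloride buffer; plate controls were DMSO basal wells for no effect and reference inhibitor wells for full effect; higher means more IMPase inhibition seen as more IP1 and lower FRET ratio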
# Target sequence (P97697 whole entry, looked up): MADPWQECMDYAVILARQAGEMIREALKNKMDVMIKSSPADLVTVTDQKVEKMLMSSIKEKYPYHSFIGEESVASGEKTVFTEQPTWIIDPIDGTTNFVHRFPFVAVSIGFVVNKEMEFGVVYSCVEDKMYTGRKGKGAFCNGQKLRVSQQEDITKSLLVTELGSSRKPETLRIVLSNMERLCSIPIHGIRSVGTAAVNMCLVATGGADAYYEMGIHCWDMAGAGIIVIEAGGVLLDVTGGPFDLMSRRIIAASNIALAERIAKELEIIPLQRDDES
#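 Elevated IP1 in lysates lowers TR-FRET signal (665/620 ratio and 620 channel reported). Cells were CHO-M1, given carbachol (50 uM as added) plus 50mM LiCl, pH 7.4, 30 min, 37C; compounds titrated up to 46 uM; AC50 by Hill equation.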
# Active calls of the source: *; ? = inconclusive. An excerpt; count on the stated rates, not on these rows.
# Start of the data: the first 2 records, to show the layout:
SMILES,IMPase inh
Cc1cc(C)cc(OCCCn2c(-c3ccc(Cl)cc3)nc3ccccc3c2=O)c1,5
CCOC(=O)c1cnc2c(ccc3ccccc32)c1Nc1ccc(OC)c(OC)c1,-3

# This part in full, repeating the preview:
SMILES,IMPase inh
Cc1cc(C)cc(OCCCn2c(-c3ccc(Cl)cc3)nc3ccccc3c2=O)c1,5
CCOC(=O)c1cnc2c(ccc3ccccc32)c1Nc1ccc(OC)c(OC)c1,-3
COc1ccc(C(=O)COC(=O)c2cc(-c3ccccc3)nc3c(C)cccc23)cc1,?
Cc1cc(C(F)F)n2nc(C(=O)Nc3ccc(F)c(Cl)c3)nc2n1,-9
O=S(=O)(c1ccc(Cl)cc1)c1nc(-c2ccccc2F)oc1NCc1ccccc1,-3
Cc1cc(C)cc(OCCOCCn2c(-c3ccc(Cl)cc3)nc3ccccc3c2=O)c1,2
CCOc1ccc(NC(=O)CSc2nnc3scc(-c4ccc(Cl)cc4)n23)cc1,1
CC1=C(C(=O)OC2CCCCCC2)C(c2c(Cl)cccc2Cl)CC(=O)N1 (stereo not given),9
Cc1ccc(NC(=O)Nc2cc3c(cc2N2CCCCC2)n(C)c(=O)n3C)cc1Cl,0
Cc1cccc(C)c1NC(=O)CN(Cc1ccc(Br)cc1)S(=O)(=O)c1ccccc1,1
Cc1ccc(OCC(=O)Nc2ccc3nn(-c4ccc(Cl)cc4)nc3c2)cc1,-11
CC(=O)Nc1ccc(NC(=O)CSc2nnc3c4cc(Br)ccc4n(C)c3n2)cc1,3
COc1ccc(-n2nc3cc(C)c(NC(=O)Cc4ccc(Cl)cc4)cc3n2)cc1,2
CCOC(=O)c1sc(NC(=O)c2nc3ncccn3n2)c(C(=O)OC)c1C,2
COc1nc(-c2ccc(C)cc2)ccc1-c1noc(-c2ccccc2Br)n1,-10
CCOc1ccc(NC(=O)CN(Cc2ccccc2)S(=O)(=O)c2ccc(Cl)cc2)cc1,5
COC(=O)c1ccccc1NC(=O)c1cc2nc(-c3ccccc3)cc(-c3ccccc3)n2n1,-2
CCCOc1cccc(C(=O)Nc2cc(-c3nc4ccccc4[nH]3)ccc2C)c1,1
COc1cccc(C(=O)NC2(C(F)(F)F)C(=O)Nc3c2c(=O)[nH]c(=O)n3-c2ccc(C)cc2)c1 (stereo not given),4
COC(=O)c1ccc(-n2c(CCC(=O)O)ccc2-c2ccc(C)cc2)cc1,17
COc1ccc(-c2nc(SCC(=O)NC3CCCC3)c(-c3ccc(C)cc3)[nH]2)cc1OC,11
COc1cc(/C=C(\C#N)c2nc3ccccc3[nH]2)ccc1OCc1ccccc1F,?
COc1ccc(NC(=O)Nc2cccc(C)n2)c(OC)c1,9
CCN(Cc1ccccc1)Cc1c(O)ccc2c(=O)c(-c3ccccc3Cl)c(C(F)(F)F)oc12,1
O=C(CC1Sc2ccc(C(F)(F)F)cc2NC1=O)Nc1ccc(Cl)c(C(F)(F)F)c1 (stereo not given),7

# Going on with the list:
SMILES,IMPase inh
CCc1nc2nc(C)c(NS(=O)(=O)c3ccc(C(C)(C)C)cc3)c(=O)n2[nH]1,-8
C=C(C)Cn1c(SCC(=O)c2ccccc2)nc2sc3c(c2c1=O)CCCC3,-7
CCc1ccccc1NC(=O)CN(Cc1ccccc1)S(=O)(=O)c1ccc(Br)cc1,-3
Cc1ccccc1NC(=O)c1ccc(Cl)c(S(=O)(=O)N2CCCCCC2)c1,15
Cn1c2ccccc2c2c(C(=O)N3CCN(c4cccc(Cl)c4)CC3)cn(C3CCCCC3)c(=O)c21,7
Cc1cc(S(=O)(=O)Nc2ccc(C(=O)O)cc2)c(C)c(S(=O)(=O)c2ccc(Cl)cc2)c1,0
CCOC(=O)c1c(-c2ccccc2)oc2ccc(N(C(C)=O)S(=O)(=O)c3cc(C)ccc3C)cc12,-3
COCc1oc2ccc(NS(=O)(=O)c3ccc(C)cc3)cc2c1C(=O)OC,-1
CCOCCCn1c(=N)c(C(=O)NCC2CCCO2)cc2c(=O)n3cccc(C)c3nc21 (stereo not given),-26
CCOC(=O)c1[nH]c2c(c1Cc1ccccc1C)C(=O)CC(c1ccccc1)C2 (stereo not given),9
Cc1cc(C)n2nc(SCC(=O)Nc3ccccc3)nc2n1,17
COc1ccc(CNC(=O)C(C)Sc2nc(-c3ccccc3)cc(C(F)(F)F)n2)cc1 (stereo not given),-12
CCN(CC)c1ccc(C2Nc3ccccc3-c3cc(C)nn32)cc1 (stereo not given),-4
COc1ccc(C2C=C(c3ccc(F)cc3)Nc3nc(-c4ccc(Cl)cc4)nn32)cc1 (stereo not given),2
COc1cccc(S(=O)(=O)N2CCN(Cc3ccc4c(c3)OCO4)CC2)c1,-8
COCCCn1c(=N)c(C(=O)NCc2ccco2)cc2c(=O)n3ccccc3nc21,-3
Cc1ccccc1Nc1c(-c2ccc(N3CCOCC3)cc2)nc2ccc(Br)cn12,3
Cc1sc(NC(=O)COc2ccc(C(C)(C)C)cc2)c(C(=O)OC(C)C)c1C,3
COCCCNC(=O)CSc1nc(-c2cccc(F)c2)[nH]c1-c1ccccc1,1
C=CCc1ccc(OCc2ccc(C(=O)Nc3ccc(NC(C)=O)cc3)o2)c(OC)c1,6
O=S(=O)(Nc1ccc(Br)cc1)c1ccc2nc(-c3ccccc3)[nH]c2c1,6
COc1ccc(-c2cc(C(F)(F)F)nc(SCCC(=O)Nc3ccccc3F)n2)cc1,3
Oc1ccccc1-c1nc(/C=C/c2ccc(F)cc2)nn1-c1ccccc1,5
O=C1c2oc3ccccc3c(=O)c2C(c2cccc(O)c2)N1c1nncs1 (stereo not given),2
COc1ccc(OCC(=O)N2CCN(C(=O)c3ccc(OC)c(OC)c3)CC2)cc1,9

# (more compounds)
SMILES,IMPase inh
CC1=C(C(=O)Nc2ccc(C)cc2C)C(CC(C)C)n2nc(SCc3ccccc3C)nc2N1 (stereo not given),6
CC(C)c1ccc(NC(=O)c2cn(C3CCCC3)c(=O)c3c2c2ccccc2n3C)cc1,4
O=C(O)CCc1ccc(-c2ccc(Cl)cc2)n1-c1cccc(C(F)(F)F)c1,-3
COc1cc2ccccc2cc1C(=O)Nc1cccc(-c2nc3cc(C)c(C)cc3o2)c1C,5
Cc1cc(C)cc(Nc2nnc(-n3nc(C)cc3C)c3ccccc23)c1,?
COc1ccc(NC(=O)c2cc3nc(-c4ccc(Cl)c(Cl)c4)cc(C(F)(F)F)n3n2)c(OC)c1,-3
COC(=O)c1c(NC(=O)C2c3ccccc3Oc3ccccc32)sc2c1CCC(C(C)(C)C)C2 (stereo not given),-2
CCC(=O)N(CCC(c1ccccc1)c1ccc2c(c1)OCO2)Cc1ccc(OC(C)C)cc1 (stereo not given),8
COc1ccccc1NC(=O)NCCN1CCN(c2cccc(Cl)c2)CC1,?
COc1ccc(-n2nc3ccc(NC(=O)c4cc5ccccc5o4)cc3n2)cc1Cl,4
CCCCCOc1ccc(/C=C/C(=O)Nc2sc(C(C)=O)c(C)c2C(=O)OCC)cc1OC,-9
Cn1c(=O)c2c(nc(NCCc3ccccc3)n2Cc2ccc(Cl)c(Cl)c2)n(C)c1=O,-8
COc1ccc(-c2nc(SCC(=O)NC3CCCC3)c(-c3ccc(F)cc3)[nH]2)cc1OC,16
Cc1ccc(OCCn2cc(C(=O)c3ccco3)c3ccccc32)cc1C,11
CCOc1cc(C(=O)Nc2cc3c(cc2N2CCCC2)n(C)c(=O)c(=O)n3C)cc(OCC)c1OCC,5
COc1ccc(OC)c(S(=O)(=O)Nc2ccc3c(c2)n(C)c(=O)n3C)c1,8
COc1ccc(/C=C/C(=O)Nc2nc3n(n2)C(c2ccccc2)C=C(c2ccccc2)N3)cc1 (stereo not given),-2
N#C/C(=C\c1ccc(F)cc1)c1nc(-c2ccc(-c3ccccc3)cc2)cs1,-10
Cc1c(C(=O)N(Cc2ccc(N(C)C)cc2)C2CCS(=O)(=O)C2)oc2ccccc12 (stereo not given),-6
COc1ccc(-n2nc3cc(C)c(NC(=O)COc4cccc(C)c4)cc3n2)cc1,-15
O=C(CN1C(=O)COc2ccc(Cl)cc21)Nc1cccc(C(=O)O)c1,-11
CCOc1ccc(-c2nc(SCC(=O)NC3CCCC3)c(-c3ccccc3)[nH]2)cc1OC,22
COc1ccc(Nc2nnc(-c3ccc(C)c(S(=O)(=O)N4CCN(C)CC4)c3)c3ccccc23)cc1,3
Cc1cccc(NC(=O)CSc2nnc3c4ccccc4n(C)c3n2)c1,0
COC(=O)c1c(NC(=O)c2ccc(Cl)c(Cl)c2)sc2c1CCCC2,-10

# Remaining list, next part:
SMILES,IMPase inh
Cn1c(=O)n(C)c2cc(N3CCOCC3)c(NS(=O)(=O)c3ccc(F)cc3)cc21,3
Cc1cccc(OCC(=O)Nc2cccc3cccnc23)c1C,3
Cc1ccc(C(=O)c2oc3ccccc3c2NC(=O)C(C)Oc2ccccc2Cl)cc1 (stereo not given),-1
CCCOC(=O)c1c(NC(=O)C2c3ccccc3Oc3ccccc32)sc2c1CCCC2,-3
COc1ccc(-c2nc(SCC(=O)Nc3ccc4c(c3)OCO4)c(-c3ccccc3)[nH]2)cc1,-3
O=C(CCSc1nc(-c2ccco2)cc(C(F)(F)F)n1)Nc1cccc(O)c1,3
COc1ccc(OCCCCn2c(-c3ccc(Cl)cc3)nc3ccccc3c2=O)cc1,13
COc1ccc(NC(=O)c2sc3nc4c(c(-c5ccc(OC)cc5)c3c2N)C(=O)CC(C)(C)C4)cc1,1
CC1=C(C(=O)Nc2ccccc2)C(C(C)C)n2nc(SCc3ccccc3C)nc2N1 (stereo not given),-4
COc1cc(Cl)c(C)cc1NC(c1ccccc1)c1nnc(-c2ccccc2Cl)o1 (stereo not given),?
CNc1nc(Oc2ccc(=O)[nH]n2)nc(N2CCOCC2)n1,0
Cc1ccc(-c2nc(NC(=O)CSc3nc(C)nc4sc5c(c34)CCCC5)ns2)cc1,-1
Cc1nn(-c2ccccc2)c2sc(C(=O)Nc3ccc(Br)cc3)cc12,-9
CCc1ccc(OCC(=O)Nc2ccc(Cl)c(-c3nc4ncccc4o3)c2)cc1,2
O=C(NCc1ccccc1)C1CCC(CNS(=O)(=O)c2ccc(Br)s2)CC1 (stereo not given),0
COc1cc([N+](=O)[O-])ccc1NC(=O)c1nc2ccccc2n(C)c1=O,4
CC(=O)N1CCc2cc(S(=O)(=O)N3CCN(c4ccc(C)cc4)C(C)C3)ccc21 (stereo not given),4
Cc1ccc(-c2nc3nc(C)cc(N4CCN(c5cccc(C)c5C)CC4)n3n2)cc1,-4
CCOc1cccc(C(=O)Nc2c(C(=O)c3ccc(OC)cc3)oc3ccccc23)c1,1
CCC(C)n1c(=N)c(C(=O)NC2CCCCC2)cc2c(=O)n3ccccc3nc21 (stereo not given),-4
COc1ccc(-c2cc(C(=O)OCC(=O)c3ccc(C)cc3)c3cccc(Cl)c3n2)cc1,-6
CCCCCc1ccc(-c2ccc(C(=O)Oc3ccc(C(=O)OC)cc3)cc2)nc1,?
O=C(NC1(C(F)(F)F)NC(=O)N(CCc2ccccc2)C1=O)c1ccccc1Cl (stereo not given),-4
CCOC(=O)c1c(-c2ccc(OC)c(OC)c2)csc1NC(=O)c1ccc(F)cc1,7
COc1ccc(S(=O)(=O)NC2(C(F)(F)F)NC(=O)N(CCc3ccccc3)C2=O)cc1 (stereo not given),2

# The list continues:
SMILES,IMPase inh
O=C(COc1ccc([N+](=O)[O-])cc1)Nc1cccc2cccnc12,-8
Cc1ccc2oc(-c3cccc(NC(=O)Cc4ccc(Cl)cc4)c3)nc2c1,-5
O=C(Nc1cccc(O)c1)c1cc2nc(-c3ccc(Br)cc3)cc(C(F)(F)F)n2n1,-3
CCOc1cc(C(=O)Nc2ccc(NC(=O)c3cc4ccccc4o3)c(OC)c2)cc(OCC)c1OCC,-4
COc1ccc(NC(=O)CSc2nc(-c3ccc(OC)cc3)cc(=O)[nH]2)cc1,-16
Cn1c(=O)n(C)c2cc(NS(=O)(=O)c3ccc(C(C)(C)C)cc3)c(NCc3ccccc3)cc21,-3
N#Cc1c(-n2ncnc2-c2cccc(Cl)c2)sc2c1CCCCC2,1
CCOc1ccc(NC(=O)Cn2c(=O)n(-c3ccc(C)cc3)c(=O)c3cc(OC)c(OC)cc32)cc1,3
Cc1cccc(-c2nc3c4c(-c5ccccc5)c(-c5ccccc5)oc4ncn3n2)c1,-12
O=C(Cn1cc(C(=O)c2ccco2)c2ccccc21)Nc1ccccc1C(F)(F)F,-7
O=C(COc1ccc(Cl)cc1)Nc1sc2c(c1C(=O)Nc1cccc(Cl)c1)CCCC2,-2
CCCCOC(=O)c1ccc(NC2=NS(=O)(=O)c3ccccc32)cc1,?
CCN1C(C(=O)c2ccccc2)=C(NC(=O)c2ccc(Cl)cc2)c2ccccc2S1(=O)=O,1
CCCOC(=O)c1c(NC(=O)C2c3ccccc3Oc3ccccc32)sc2c1CCC(C)C2 (stereo not given),4
CNC(=O)c1ccc(Nc2nnc(-c3ccc(C)c(S(=O)(=O)N(C)C)c3)c3ccccc23)cc1,-5
Cc1cc2c(cc1C)NC(CC(=O)Nc1cccc(C)c1C)C(=O)N2 (stereo not given),-4

# 7 compounds drawn at random from the list so far, as already listed:
SMILES,IMPase inh
CC(C)c1ccc(NC(=O)c2cn(C3CCCC3)c(=O)c3c2c2ccccc2n3C)cc1,4
CCOc1cccc(C(=O)Nc2c(C(=O)c3ccc(OC)cc3)oc3ccccc23)c1,1
COc1ccc(-c2nc(SCC(=O)NC3CCCC3)c(-c3ccc(C)cc3)[nH]2)cc1OC,11
CCOc1cc(C(=O)Nc2cc3c(cc2N2CCCC2)n(C)c(=O)c(=O)n3C)cc(OCC)c1OCC,5
O=C(CC1Sc2ccc(C(F)(F)F)cc2NC1=O)Nc1ccc(Cl)c(C(F)(F)F)c1 (stereo not given),7
COc1ccc(-c2nc(SCC(=O)NC3CCCC3)c(-c3ccc(F)cc3)[nH]2)cc1OC,16
N#Cc1c(-n2ncnc2-c2cccc(Cl)c2)sc2c1CCCCC2,1
